# PLAP activator = activates human placental alkaline phosphatase. P05187. purified PLAP enzyme, luminescent substrate read-out; active compounds read high. activation fold at 20 µM. hit rate 1.2% among 96,000; in the data active = activation fold above about 2
# Target sequence (P05187 whole entry, looked up): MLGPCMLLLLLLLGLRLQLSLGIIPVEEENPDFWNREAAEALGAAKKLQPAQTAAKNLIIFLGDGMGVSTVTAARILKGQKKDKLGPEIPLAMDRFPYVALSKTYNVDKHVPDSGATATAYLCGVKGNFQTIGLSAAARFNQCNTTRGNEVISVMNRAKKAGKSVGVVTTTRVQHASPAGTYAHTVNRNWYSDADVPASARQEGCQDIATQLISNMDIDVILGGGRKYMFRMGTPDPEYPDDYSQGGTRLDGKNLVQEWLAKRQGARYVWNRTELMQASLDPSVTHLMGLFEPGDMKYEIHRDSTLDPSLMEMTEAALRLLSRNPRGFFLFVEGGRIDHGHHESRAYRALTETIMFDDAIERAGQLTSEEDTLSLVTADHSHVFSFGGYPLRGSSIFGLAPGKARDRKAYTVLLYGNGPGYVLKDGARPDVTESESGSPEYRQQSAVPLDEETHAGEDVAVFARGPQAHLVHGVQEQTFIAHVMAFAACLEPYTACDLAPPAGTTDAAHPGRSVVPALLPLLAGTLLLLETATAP
# S1P2 blocker = blocks the human S1P2 receptor; AID 736; inhibition, % at 5 µM; cell-based S1P2 antagonist assay, inhibition at 5 uM; hit rate 0.21% among 97,000; O95136; in the data active = inhibition above about 45%;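 also: CRE beta-lactamase reporter cells expressing human S1P2 stimulated with S1P; 0% = agonist at EC80 alone and 100% = agonist plus reference antagonist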
# Target sequence (O95136 whole entry, looked up): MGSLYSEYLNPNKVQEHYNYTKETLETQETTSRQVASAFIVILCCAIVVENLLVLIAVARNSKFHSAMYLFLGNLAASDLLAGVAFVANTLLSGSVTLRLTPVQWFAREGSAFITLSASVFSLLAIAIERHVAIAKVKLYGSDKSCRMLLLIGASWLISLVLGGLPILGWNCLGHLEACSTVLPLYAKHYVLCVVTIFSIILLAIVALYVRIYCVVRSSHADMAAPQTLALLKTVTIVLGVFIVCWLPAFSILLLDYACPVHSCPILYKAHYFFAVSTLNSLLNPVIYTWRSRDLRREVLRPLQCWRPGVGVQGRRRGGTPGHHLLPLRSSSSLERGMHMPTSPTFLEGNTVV
# MT1-MMP txn act = activates MT1-MMP transcription | HT1080 MT1-MMP promoter luciferase reporter, luminescence, overnight; active compounds read high | activation factor at 10 µM | hit rate 0.16% among 86,000 | AID 750;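 active = activation factor of at least 2 for MT1-MMP transcription at 10 µM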
# PLK1 kinase inh = inhibitors of human PLK1 kinase | P53350 | recombinant PLK1 kinase, TR-FRET peptide phosphorylation | inhibition, % at 10 µM | hit rate 0.53% among 97,000 | AID 619;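 active = inhibition of 50% or more in the single-concentration screen; inactive = inhibition below 50%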;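 also: 0% = DMSO max control and 100% = H-89 dihydrochloride min control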
# S1P2 ag = S1P2 (human) receptor agonism; O95136; S1P2-expressing cell line, agonist reporter read-out; activation, % at 4.5 µM; hit rate 0.46% among 97,000; AID 729; in the data active = activation above about 16%;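 also: 0% = vehicle low control and 100% = maximal reference agonist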
# EphB4 antag = blocks human EphB4 binding to ephrin-B2. P54760. EphB4 LBD / TNYL-RAW-Alexa532 peptide, fluorescence polarization. inhibition, % at 7 µM. hit rate 0.15% among 97,000. AID 720;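 active = inhibition above the screen-wide mean inhibition plus 3 SD, cut at about 15% in these data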;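 also: 0% = DMSO wells and 100% = excess unlabeled TNYL-RAW peptide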
# FAK inh = FAK (human) kinase inhibition | hit rate 0.84% among 97,000 | AID 727 | biochemical FAK kinase activity assay | inhibition, %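 (tested at 7 µM)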 | Q05397; in the data active = inhibition above about 19%;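 also: 0% = DMSO and 100% = reference compound high control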
# HIV Rev-RRE inh = disrupts HIV-1 Rev binding to RRE RNA; P05866; Rev peptide-RRE RNA binding, FRET; inhibition, % at 8 µM; hit rate 0.79% among 97,000; AID 704;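 active = inhibition above the screen-wide mean plus 3 SD, cut at about 35% in these data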;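 also: 0% = median DMSO wells and 100% = median Neomycin B control wells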
# Target sequence (P05866 whole entry, looked up): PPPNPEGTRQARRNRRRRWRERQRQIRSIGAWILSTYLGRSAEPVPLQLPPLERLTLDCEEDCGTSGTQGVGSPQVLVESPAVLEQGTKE
#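 Probe or stimulus: fluorescein-Rev peptide as binding partner; assay system: Cy5-tagged RRE RNA duplex with fluorescein-tagged Rev peptide; timing: 5 min compound–RNA preincubation, then 15 min with peptide, 25 °C; medium: HEPES pH 7.5 buffer with KCl, MgCl2, NaCl and EDTA; signal: fluorescein-to-Cy5 FRET, 480 nm excitation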
# PLK1 PBD inh = inhibitors of human Plk1 polo box domain binding; Plk1 PBD phosphopeptide binding, fluorescence polarization; AID 693; inhibition, %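 (tested at about 20 µM)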; hit rate 0.13% among 97,000; in the data active = inhibition above about 34%, passing the limit was not always enough
# Active calls of the source: *; / = not tested or not shown. Random draw from the library. Share with any hit: about 3.9%.
# The line under a structure holds: PLAP activator	S1P2 blocker	MT1-MMP txn act	PLK1 kinase inh	S1P2 ag	EphB4 antag	FAK inh	HIV Rev-RRE inh	PLK1 PBD inh
> O=C(c1ccccc1)N1CCN(c2ncnc3sc4c(c23)CCC4)CC1
    1.7	31	1.3	-9	-8	3	-1	3	6
> COc1ccc(NC(=O)C2CCCO2)cc1Cl (stereo unspecified)
    0.8	-7	1.2	-6	-2	-1	-2	8	-9
> O=C(NS(=O)(=O)c1ccc2c(c1)OCCO2)c1ccccc1
    1.1	12	1.1	-9	-2	5	-2	7	-33
> CCn1cc(C(=O)NCC2CCCO2)c(=O)c2cc(S(=O)(=O)N3CCCCC3)ccc21 (stereo unspecified)
    1.4	4	1	0	1	8	6	5	-21
> C=CCn1c(SCc2nc(N)nc(N3CCCCC3)n2)nnc1-c1ccco1
    1	12	1	1	-3	3	2	1	4
> CC(C)(C)OC(=O)NNC1CC(=O)N(c2ccccc2F)C1=O (stereo unspecified)
    1	1	/	-6	-4	-3	-3	0	10
> CN(CC(=O)Nn1cnnc1)S(=O)(=O)c1ccc(Br)cc1
    1	2	1	-9	-8	4	-3	4	-7
> CCCCN(CC)S(=O)(=O)c1ccc(C(=O)Nc2nnc(CSC)o2)cc1
    1.2	2	1	-32	0	8	17	14	-9
> C=CCn1c(SCC(=O)Nc2nc3ccccc3s2)nnc1-c1ccccc1O
    1.4	22	1.2	-8	-8	0	5	10	17
> COc1ccc(C(C(=O)OC(C)CN(C)C)c2ccccc2)cc1 (stereo unspecified)
    1.2	-6	1.2	-2	-4	-4	-2	7	-7
> O=C(Nc1nc(-c2ccc3c(c2)OCCO3)cs1)c1ccc(S(=O)(=O)N2CCCCC2)cc1
    1.4	-10	1.1	2	-7	-7	-1	-2	23
> CCc1nnc(NC(=O)CN2CCOCC2)s1
    1	11	1.4	0	-4	-2	2	3	24
> Cc1cc(=O)oc(C)c1C(=O)NCc1ccccn1
    1.1	13	1.2	-13	-3	1	1	8	18
> Cc1[nH]c2ccccc2c(=O)c1SC(F)(F)C(F)C(F)(F)F (stereo unspecified)
    0.9	1	1.1	-8	-5	8	6	15	-2
> COc1ccc(C(=O)N(Cc2ccco2)Cc2cc3cc(C)ccc3[nH]c2=O)cc1OC
    /	23	1	-2	-5	2	-2	-5	-5
> NS(=O)(=O)c1ccc(N2N=C(c3ccc(Br)cc3)CC2c2ccc(F)cc2)cc1 (stereo unspecified)
    1.4	-115	/	-21	161*	-1	-6	6	7
> COc1ccccc1C(c1nnnn1CS(=O)(=O)c1ccc(C)cc1)N1CCSCC1 (stereo unspecified)
    1.5	-18	1.2	-7	-3	-3	1	-3	-17
> Cc1ccc(C(=O)Oc2oc(-c3ccco3)nc2C=Nc2ccccc2)cc1
    1.1	-9	1.2	13	-6	3	3	4	15
> O=C1[C@@H]2C(Cc3ccc(O)cc3)NC3(C(=O)Nc4ccc(F)cc43)[C@@H]2C(=O)N1c1ccc(F)cc1 (stereo partly specified)
    1.4	9	1.2	14	-6	14	3	10	-4
> c1ccc2c(N3CCCCC3)nc(N3CCCCC3)nc2c1
    1.2	2	1.2	1	-1	-3	7	4	1

# Entries shown so far with bromine:
# The line under a structure holds: PLAP activator	S1P2 blocker	MT1-MMP txn act	PLK1 kinase inh	S1P2 ag	EphB4 antag	FAK inh	HIV Rev-RRE inh	PLK1 PBD inh
> CN(CC(=O)Nn1cnnc1)S(=O)(=O)c1ccc(Br)cc1
    1	2	1	-9	-8	4	-3	4	-7
> NS(=O)(=O)c1ccc(N2N=C(c3ccc(Br)cc3)CC2c2ccc(F)cc2)cc1 (stereo unspecified)
    1.4	-115	/	-21	161*	-1	-6	6	7

# Going on with the list:
# The line under a structure holds: PLAP activator	S1P2 blocker	MT1-MMP txn act	PLK1 kinase inh	S1P2 ag	EphB4 antag	FAK inh	HIV Rev-RRE inh	PLK1 PBD inh
> CC(=O)C1=C(O)C(=O)N(Cc2ccccc2)C1c1ccccc1F (stereo unspecified)
    0.9	-12	1.1	-10	-4	-8	-2	1	23
> Cn1c(=O)n(C)c2cc([N+](=O)[O-])c(N3CCN(S(=O)(=O)c4ccc5ccccc5c4)CC3)cc21
    1.2	-4	/	-4	-5	-4	4	0	2
> CC(C)Oc1ccc(C(=O)NCc2cccnc2)cc1
    1	-11	1.2	-7	-3	-5	0	7	-2
> CCn1c(SCCC(=O)Nc2ccccc2)nnc1-c1ccc(OC)cc1
    1	7	1.1	-9	-2	-6	0	5	14
> CN1CCCC(OC(=O)COc2ccccc2)C1 (stereo unspecified)
    1.1	18	1	4	1	2	-3	0	9
> O=C(NCc1ccncc1)c1c(F)c(F)c(F)c(F)c1F
    1	17	1	0	-4	-2	-2	1	-22
> CCOC(=O)N1CCC(N(CCCOC)C(=O)Nc2ccc(CC)cc2)CC1
    1.4	3	1.2	-10	-4	8	2	3	-3
> COc1cc(C)c(Br)cc1S(=O)(=O)NCc1ccccc1
    1.1	4	/	-7	-6	-1	-3	18	10
> CC(Oc1ccc(Cl)cc1Cl)C(=O)Nc1ccc(S(=O)(=O)Nc2cnc3ccccc3n2)cc1 (stereo unspecified)
    1.7	-3	/	-12	-8	-4	-2	0	-7
> Cn1c(=O)n(C/C=C/c2ccccc2)c(=O)c2c1nc1n2CCCN1Cc1ccccc1
    1.2	5	1.2	-6	-4	3	1	2	0
> O=P(OC1CCCCC1)(OC1CCCCC1)C(O)c1ccc(Cl)cc1Cl (stereo unspecified)
    1.1	-9	1.1	-3	2	4	5	5	22
> CCn1nnc(NC(=O)c2c(OC)cccc2OC)n1
    0.9	4	1.2	-11	-2	-1	0	8	9
> CCCCNC(=S)Nc1ccccc1F
    0.9	3	/	-11	-8	-8	-1	0	12
> CCOc1ccc(OCC)c(NC(=O)CSCC(=O)O)c1
    1.1	-4	0.9	-4	-4	2	-2	-2	1
> COC(=O)c1cnn2c(C(F)(F)F)cc(-c3ccccc3)nc12
    /	-18	0.9	-9	-6	2	1	3	3
> O=C(CS(=O)(=O)Cc1ccccc1)N1CCc2ccccc21
    0.8	-12	1.7	-8	-1	-2	1	-1	8
> Cc1onc(-c2ccccc2)c1C(=O)N1CCCN(C(=O)c2c(-c3ccccc3)noc2C)CC1
    1.6	18	1	1	-1	3	1	6	16
> O=C(NC1CCS(=O)(=O)C1)c1ccc(S(=O)(=O)NCC2CCCO2)cc1 (stereo unspecified)
    0.9	-19	1.1	-13	-1	6	0	1	25
> O=C1CCCN1CCNC(=S)Nc1ccccc1
    0.9	4	1	-9	-5	2	-1	6	0
> COc1ccc(-c2c(C(F)(F)F)oc3c(CN4CCN(C)CC4)c(O)ccc3c2=O)cc1
    1.3	15	1.1	-12	1	-4	-2	0	-3

# Next part
smiles	PLAP activator	S1P2 blocker	MT1-MMP txn act	PLK1 kinase inh	S1P2 ag	EphB4 antag	FAK inh	HIV Rev-RRE inh	PLK1 PBD inh
CC(=O)Nc1ccc(S(=O)(=O)n2nc(C)cc2C)cc1	1.3	-8	1	-13	0	6	-4	4	9
Cc1ccc2c(c1)sc[n+]2Cc1ccccc1	0.9	-2	/	-14	1	-5	-4	-3	-16
O=C(OCn1ncc(Br)c(Br)c1=O)c1c(F)cccc1F	0.9	69*	0	-12	-7	3	0	2	29
CCn1c(SCC(=O)N2CCCC2)nc2c1c(=O)n(C)c(=O)n2C	1.2	-27	1	-6	-4	-6	0	0	-21
Cc1ccc(-c2cc(C(=O)NCc3ccc4c(c3)OCO4)no2)cc1	0.8	-14	1	-18	-2	-1	0	-1	6
COCCN(C(=O)Cc1cccs1)C(C(=O)NCc1ccc(OC)cc1)c1ccc(C(C)C)cc1 (stereo unspecified)	2.6*	16	/	0	-2	-3	-8	4	17
O=C(C1CC1(c1ccccc1)c1ccccc1)N1CCOCC1 (stereo unspecified)	1.1	9	1.1	-7	1	-4	0	-1	16
O=C1CN(C(=O)COC(=O)C2=COCCO2)c2ccccc2N1	1.1	-8	1.2	-3	-4	-1	-1	-2	14
CSc1nc2ccc(S(=O)(=O)N(C)C)cc2s1	0.9	16	1.4	-3	-1	-10	1	7	-12
CCN(CC)S(=O)(=O)c1ccc2c(c1)nc(CCC(=O)Nc1ccccc1Cc1ccccc1)n2CC	1.6	-3	/	-11	-8	2	-2	12	-2
Cc1cc(C)c2[nH]c(=O)c(C(c3nnnn3Cc3ccc4c(c3)OCO4)N3CCCC3)cc2c1 (stereo unspecified)	1.7	7	1.3	-4	-2	-2	0	8	7
CN1CCN(C(=O)c2ccc(N(Cc3ccc(Cl)cc3)S(C)(=O)=O)cc2)CC1	1.6	15	1	-4	-7	3	-8	8	2
CC(C)Cn1c(NCCO)nc2ccccc21	0.9	3	1	-4	1	1	0	6	-6
CC1CCCN(C(=O)CSc2nnc(-c3ccc(S(=O)(=O)N4CCOCC4)cc3)n2C)C1 (stereo unspecified)	1.3	10	1	2	-5	5	3	6	20
CSc1ccccc1-c1nnc(-c2ccc(C)cc2)o1	0.9	1	/	0	-4	7	4	18	27
CN1CC(c2ccccc2)C2(SC(=S)N(Cc3ccco3)C2=O)C12C(=O)Nc1ccccc12 (stereo unspecified)	1	-20	1.1	-1	-1	-2	-1	9	16
Cc1ccc(C(=O)c2sc3nsc(C)c3c2N)cc1	1.2	8	1.7	-4	-4	4	2	14	-14
Cc1ccc(OCC(=O)N/N=C/C=C/c2ccco2)cc1	1.1	2	/	-11	-6	-6	6	0	6
CNC(=O)Nc1ccccc1C(=O)NCc1ccccc1	0.9	1	1.1	-11	-4	-10	1	2	-5
CCCCC(=O)NC(c1ccco1)c1c(O)ccc2ccccc12 (stereo unspecified)	1.1	-14	/	-5	-9	-1	2	2	-14
O=C1C(C=NCc2cccnc2)=C(O)c2ccccc21	1.1	-25	0.9	10	-3	-12	3	6	10
CCOC(=O)C1CCCN(C(=O)c2cc3nc(-c4cccc(OC)c4)cc(C(F)(F)F)n3n2)C1 (stereo unspecified)	1.2	-12	1.1	-8	3	1	4	-3	-5

# Complete entries as entered above. Order of screens: PLAP activator	S1P2 blocker	MT1-MMP txn act	PLK1 kinase inh	S1P2 ag	EphB4 antag	FAK inh	HIV Rev-RRE inh	PLK1 PBD inh
# Shown for O=P(OC1CCCCC1)(OC1CCCCC1)C(O)c1ccc(Cl)cc1Cl (stereo unspecified) = 1.1	-9	1.1	-3	2	4	5	5	22
# Shown for CCc1nnc(NC(=O)CN2CCOCC2)s1 = 1	11	1.4	0	-4	-2	2	3	24
# Shown for COc1ccccc1C(c1nnnn1CS(=O)(=O)c1ccc(C)cc1)N1CCSCC1 (stereo unspecified) = 1.5	-18	1.2	-7	-3	-3	1	-3	-17
# Shown for CSc1nc2ccc(S(=O)(=O)N(C)C)cc2s1 = 0.9	16	1.4	-3	-1	-10	1	7	-12
# Shown for CCn1cc(C(=O)NCC2CCCO2)c(=O)c2cc(S(=O)(=O)N3CCCCC3)ccc21 (stereo unspecified) = 1.4	4	1	0	1	8	6	5	-21

# Source: PubChem (several laboratories)
